Source: PubChem (PCMD)
FXIa inh mix = FXIa protease inhibitors in compound pools, primary screen, biochemical, 10-compound mixtures. Coagulation factor XI (Homo sapiens), P03951. purified FXIa, fluorogenic substrate, pooled mixtures. inhibition, % at 5 µM. 0.19% of 62,000 active;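 also: each value is inhibition by a whole ten-compound pool holding the compound; 0% = enzyme with no mixture and 100% = wells lacking enzyme; strong numbers were not always called active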
Target sequence (P03951 19-387 limits assumed): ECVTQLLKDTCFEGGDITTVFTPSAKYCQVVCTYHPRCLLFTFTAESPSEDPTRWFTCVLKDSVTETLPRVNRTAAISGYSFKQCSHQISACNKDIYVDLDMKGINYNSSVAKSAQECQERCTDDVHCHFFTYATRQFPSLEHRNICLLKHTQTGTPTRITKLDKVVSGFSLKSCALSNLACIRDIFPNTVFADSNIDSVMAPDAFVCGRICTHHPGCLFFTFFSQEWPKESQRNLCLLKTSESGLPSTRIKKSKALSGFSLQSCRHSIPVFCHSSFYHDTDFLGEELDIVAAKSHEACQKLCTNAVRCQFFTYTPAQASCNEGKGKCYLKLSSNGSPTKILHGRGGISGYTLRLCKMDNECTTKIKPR
Target sequence (P03951 388-625 limits assumed): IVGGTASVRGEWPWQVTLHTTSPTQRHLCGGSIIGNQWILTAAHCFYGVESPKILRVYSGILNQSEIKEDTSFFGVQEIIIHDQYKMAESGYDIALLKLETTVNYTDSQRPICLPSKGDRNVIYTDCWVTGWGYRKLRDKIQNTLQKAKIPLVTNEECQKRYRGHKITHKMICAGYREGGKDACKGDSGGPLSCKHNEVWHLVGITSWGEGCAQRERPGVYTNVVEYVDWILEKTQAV
FXIIa mix inh = human factor XIIa inhibitors, primary screen, biochemical, pooled compound mixtures, fluorogenic substrate; purified FXIIa; inhibition, % at 5 µM; 0.2% of 62,000 active; AID 684, 2007;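 also: 0% = enzyme without compound and 100% = no enzyme blank; some results filed as inactive read as strong as hits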
CatS inh = inhibitors of human cathepsin S, biochemical, compound mixtures | inhibition, %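 (tested at 5 µM per compound within 10-compound mixtures)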 | recombinant cathepsin S, AMC dipeptide fluorescence, pooled mixtures | 0.06% of 62,000 active | AID 501, 2006; in the data active = inhibition above about 32%, passing the limit was not always enough;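 also: 0% = enzyme without compound and 100% = blank without enzyme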
Target sequence (P25774 115-331 limits assumed): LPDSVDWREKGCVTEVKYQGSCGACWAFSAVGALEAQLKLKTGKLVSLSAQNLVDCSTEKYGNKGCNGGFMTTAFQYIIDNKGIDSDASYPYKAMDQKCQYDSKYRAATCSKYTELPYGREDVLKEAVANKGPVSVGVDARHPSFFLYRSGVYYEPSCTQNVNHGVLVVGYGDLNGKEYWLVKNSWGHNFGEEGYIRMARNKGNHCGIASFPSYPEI
AP complement = alternative complement pathway inhibitors, primary screen, biochemical, ELISA, human serum, orthogonally pooled compounds; LPS-coated ELISA, C3 deposition; tested in compound mixtures; inhibition, % at 5 µM; 0.08% of 62,000 active;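 active = inhibition above 30% in each of the two pooled mixtures holding the compound, so the lower value exceeds 30%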;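 also: 0% = serum in Mg-EGTA without compound and 100% = EDTA serum blank; some compounds past the cut are filed as inactive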
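Assay system: human serum alternative complement pathway, C3 deposition on LPS-coated wells; Dosing: 5 µM per compound in ten-compound mixtures; Detection: Anti-C3 ELISA, OD 450 nm; Buffer or medium: Mg2+-EGTA GVB++ buffer containing human serum at 1:15 dilution; Timing: 1 h at 37 °C; Replication: two different pools per compound.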
CatB mix inh = cathepsin B inhibitors from pooled compounds, primary screen, biochemical, compound mixtures, AMC fluorescence; Purified cathepsin B, AMC dipeptide fluorescence; inhibition, %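 (ten-compound pools at 5 µM per compound and 50 µM total)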; 0.06% of 62,000 active; in the data active = inhibition above about 22%, passing the limit was not always enough;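 also: 0% = enzyme without compound and 100% = no enzyme blank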
CatG inh = human cathepsin G inhibitors, primary screen, biochemical, pooled compound mixtures, AMC fluorescence | purified enzyme, AMC-tetrapeptide fluorescence | 0.2% of 62,000 active | P08311 | inhibition, % at 5 µM (by protocol);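 active = inhibition above 20% in each of the two mixture wells holding the compound; inactive = inhibition of 20% or less in either well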;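 also: 0% = enzyme control without mixture and 100% = blank lacking enzyme; strong numbers were not always called active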
Target sequence (P08311 21-244 limits assumed): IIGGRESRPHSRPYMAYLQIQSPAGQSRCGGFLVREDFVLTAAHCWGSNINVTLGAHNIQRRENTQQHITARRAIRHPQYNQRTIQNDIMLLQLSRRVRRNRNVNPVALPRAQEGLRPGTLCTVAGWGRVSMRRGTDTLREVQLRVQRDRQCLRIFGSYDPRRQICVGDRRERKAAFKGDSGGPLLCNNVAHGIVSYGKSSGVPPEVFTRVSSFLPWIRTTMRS
CatB inh = human cathepsin B inhibitors, primary screen, biochemical, fluorogenic substrate | inhibition, %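 (tested at 10 µM)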 | 0.1% of 63,000 active | purified cathepsin B, fluorescence | P07858; in the data active = inhibition above about 21%;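 also: 0% = enzyme with no compound and 100% = no enzyme blank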
C1s block = complement C1s protease inhibitors, primary screen, biochemical, 10-compound mixtures; Complement C1s subcomponent (Homo sapiens), P09871; purified C1s, fluorogenic AMC substrate, pooled mixtures; mean inhibition % of two 10-compound mixtures (hits give high values), % at 5 µM (by protocol); 0.16% of 62,000 active; AID 538, 2006;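 active = inhibition above 20% in each of the two 10-compound mixture wells holding the compound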;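 also: 0% = enzyme wells lacking compound mixture and 100% = no-enzyme blank wells; some compounds called inactive have numbers as strong as hits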
CatL inh = inhibitors of human cathepsin L, biochemical; Procathepsin L (Homo sapiens), P07711; 0.17% of 58,000 active; purified cathepsin L, fluorogenic substrate, fluorescence; AID 460, 2006; inhibition, %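 (tested at 10 µM)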; in the data active = inhibition above about 45%;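 also: 0% = enzyme with no compound and 100% = no enzyme blank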
An asterisk follows results filed as active; x = no result given. Rule as the data show it, unless noted: active = inhibition above about 20% (passing the limit was not always enough); inactive = the rest. This is a subset, so the mix of outcomes need not match the whole.

Structure	FXIa inh mix	FXIIa mix inh	CatS inh	AP complement	CatB mix inh	CatG inh	CatB inh	C1s block	CatL inh
c1ccc(Cc2nnc3sc(-c4ccc5c(c4)OCCO5)nn23)cc1	3	6	-2	17	5	12	0	16	-10
CCOc1cc(NC(=O)c2ccco2)c(OCC)cc1NC(=O)Cc1ccc(OC)c(OC)c1	0	8	21	8	5	11	5	8	12
CCC(C)(C)n1nnnc1C(c1cc2cc(C)ccc2[nH]c1=O)N1CCCC1 (centres undefined)	5	-2	-16	22	7	-4	0	3	-2
CCOc1ccc(N(CC(=O)Nc2cccc(OC)c2)S(=O)(=O)c2c(C)noc2C)cc1	9	2	15	-6	8	12	5	10	10
CCOc1ccc(N2C(=O)c3cccnc3C2Nc2ccc(C)cc2)cc1 (centres undefined)	3	7	-5	21	3	0	-8	-33	-5
CCCCCCn1c(SCC(C)C)nc2c1c(=O)[nH]c(=O)n2C	0	5	5	9	4	9	2	4	22
CCOC(=O)Nc1ccc(S(=O)(=O)NCc2ccccc2)cc1	39	-15	-2	0	-2	3	9	-59	12
COc1ccc(CCNC(=O)c2ccc3nc(-c4ccco4)c(-c4ccco4)nc3c2)cc1OC	19	7	12	2	5	5	12	-22	43
CC1(C)CCCC2=C1CC1C(=O)N(c3ccccc3)C(=O)C1C2 (centres undefined)	7	4	9	10	-1	5	-1	-6	x
Cc1ccc(S(=O)(=O)NCCCCCC(=O)NC(C)(C)CO)cc1	3	2	8	4	-3	17	4	19	7
C=CCn1c(SCC(=O)c2cc(C)n(Cc3cccs3)c2C)nnc1-c1ccncc1	3	-17	5	1	0	-1	1	4	24
CC1CCCN(Cc2nc3c(c(=O)n(C)c(=O)n3C)n2CC(=O)c2ccccc2)C1 (centres undefined)	13	-10	22	33	0	-2	1	-3	x
COC(=O)c1cc(Br)c(=O)n(CCN(C(C)C)C(C)C)c1	1	5	5	-4	-5	1	-6	-9	-4
CC1(C)Cc2noc(N)c2C(C)(C)N1OC(=O)c1ccccc1	-7	12	8	-4	3	-1	8	-25	15
Cc1ccc(O)c(C(CC(=O)N2CCCC2)c2ccccc2)c1 (centres undefined)	-2	1	1	0	2	8	-1	17	14
CN(CCCNC(=O)Cn1cc2c(n1)CCCC2)C1CCCCC1	2	9	3	15	1	-13	2	-23	-1
COc1cccc2cc(C(=O)N3CCC(C)CC3)c(=O)oc12	7	7	10	13	2	8	-1	-7	5
Cc1cc(C)n(CCCNCC(O)c2ccccc2)n1 (centres undefined)	11	6	0	3	0	-1	2	-10	x
CCCCC1CC(CSc2ncn[nH]2)OC1=O (centres undefined)	-18	15	1	4	-6	-3	5	-112	8
O=C(OCC(=O)N1CCc2ccccc21)c1ccccc1	3	9	2	2	-3	10	3	13	18
Cc1ccc(-c2noc(CCC(=O)N(C)c3ccccc3C)n2)cc1	-3	-4	3	5	4	0	-1	-4	22
Cc1cccc(Nc2ncc3c(n2)CC(c2ccco2)CC3=O)c1 (centres undefined)	4	-10	-3	15	6	2	3	-7	7
COC(=O)c1ccc2nc(NC(=O)CN3C(=O)CCC3=O)sc2c1	1	6	-8	6	0	8	5	6	12
Cc1cccc(NC(=O)CSc2n[nH]c(-c3ccncc3)n2)c1	7	7	-1	7	3	8	1	0	-2
COC(=O)CC1C(=O)NCCN1C(=O)CSc1nnc(Nc2ccc(OC)cc2)s1 (centres undefined)	8	4	11	12	5	1	-1	4	1
CC(C)C(=O)Nc1ccc(NC(=O)c2ccccn2)cn1	-8	-16	4	3	-3	8	-1	-18	15
O=C(Nc1cccc2ncccc12)c1cc2ccccc2o1	4	5	-1	26	3	9	3	6	6
COc1ccc(N2CCn3c2nc2c3c(=O)n(CCc3ccccc3)c(=O)n2C)cc1	3	6	-6	12	-5	1	-1	-15	0
CCOc1ccc2cc(C#N)c(SCC(=O)NC(C)CC)nc2c1 (centres undefined)	4	10	14	6	7	7	3	31	20
O=C(NCCN1CCN(c2ccccc2)CC1)c1cccn2c(=O)c3cc(Cl)ccc3nc12	2	7	4	12	0	-1	-4	1	3

15 of these compounds, set out differently.
Each structure is followed by: FXIa inh mix	FXIIa mix inh	CatS inh	AP complement	CatB mix inh	CatG inh	CatB inh	C1s block	CatL inh
- c1ccc(Cc2nnc3sc(-c4ccc5c(c4)OCCO5)nn23)cc1
 : 3	6	-2	17	5	12	0	16	-10
- CCOc1cc(NC(=O)c2ccco2)c(OCC)cc1NC(=O)Cc1ccc(OC)c(OC)c1
 : 0	8	21	8	5	11	5	8	12
- CCC(C)(C)n1nnnc1C(c1cc2cc(C)ccc2[nH]c1=O)N1CCCC1 (centres undefined)
 : 5	-2	-16	22	7	-4	0	3	-2
- CCOc1ccc(N(CC(=O)Nc2cccc(OC)c2)S(=O)(=O)c2c(C)noc2C)cc1
 : 9	2	15	-6	8	12	5	10	10
- CCOc1ccc(N2C(=O)c3cccnc3C2Nc2ccc(C)cc2)cc1 (centres undefined)
 : 3	7	-5	21	3	0	-8	-33	-5
- CCCCCCn1c(SCC(C)C)nc2c1c(=O)[nH]c(=O)n2C
 : 0	5	5	9	4	9	2	4	22
- CCOC(=O)Nc1ccc(S(=O)(=O)NCc2ccccc2)cc1
 : 39	-15	-2	0	-2	3	9	-59	12
- COc1ccc(CCNC(=O)c2ccc3nc(-c4ccco4)c(-c4ccco4)nc3c2)cc1OC
 : 19	7	12	2	5	5	12	-22	43
- CC1(C)CCCC2=C1CC1C(=O)N(c3ccccc3)C(=O)C1C2 (centres undefined)
 : 7	4	9	10	-1	5	-1	-6	x
- Cc1ccc(S(=O)(=O)NCCCCCC(=O)NC(C)(C)CO)cc1
 : 3	2	8	4	-3	17	4	19	7
- C=CCn1c(SCC(=O)c2cc(C)n(Cc3cccs3)c2C)nnc1-c1ccncc1
 : 3	-17	5	1	0	-1	1	4	24
- CC1CCCN(Cc2nc3c(c(=O)n(C)c(=O)n3C)n2CC(=O)c2ccccc2)C1 (centres undefined)
 : 13	-10	22	33	0	-2	1	-3	x
- COC(=O)c1cc(Br)c(=O)n(CCN(C(C)C)C(C)C)c1
 : 1	5	5	-4	-5	1	-6	-9	-4
- CC1(C)Cc2noc(N)c2C(C)(C)N1OC(=O)c1ccccc1
 : -7	12	8	-4	3	-1	8	-25	15
- Cc1ccc(O)c(C(CC(=O)N2CCCC2)c2ccccc2)c1 (centres undefined)
 : -2	1	1	0	2	8	-1	17	14

Other compounds:
Structure	FXIa inh mix	FXIIa mix inh	CatS inh	AP complement	CatB mix inh	CatG inh	CatB inh	C1s block	CatL inh
COc1ccc(S(=O)(=O)N2CCCC2)c(C)c1C	0	-5	13	15	-2	1	1	-9	-5
Cc1nc(SCC(=O)NCCc2ccccc2)n[nH]1	3	-20	7	1	6	14	4	12	8
Nc1c(S(=O)(=O)c2cccs2)c2nc3ccccc3nc2n1Cc1ccc2c(c1)OCO2	4	-2	6	3	0	2	0	-12	-15
COc1ccc(NC(=O)N(C2CCCCC2)C(C)c2ccco2)c(OC)c1 (centres undefined)	2	6	-2	-8	-7	-8	0	-23	-3
Cc1cccc2cc(COC(=O)c3ccco3)c(=O)[nH]c12	5	7	1	0	4	13	2	8	1
CC(C)NC(=O)Cn1c(SCC(=O)N2CCCc3ccccc32)nc2ccccc21	0	-5	-7	-1	-2	-1	3	26	-2
CC1=C(C(N)=O)C(c2cccnc2)n2nc(-c3cccc(C)c3)nc2N1 (centres undefined)	4	10	9	-3	1	1	2	-20	12
COc1c(Cl)cc(-c2noc(C)c2C(=O)NCc2ccc3c(c2)OCO3)cc1Cl	0	10	7	11	2	9	1	-10	14
Cc1ccc(P(=O)(OCCN2CCOCC2)C(C)(C)C)o1 (centres undefined)	5	-26	-4	23	0	6	5	-1	8
CC(C)c1nnc(NC(=O)C2CCN(c3nc4ccccc4s3)CC2)s1	6	0	5	12	4	6	3	4	6
Cc1nccn1CCC(=O)O	4	0	9	-3	3	9	-1	15	3
CCOC(=O)c1cnn(-c2ncnc3sc(C)c(C)c23)c1N	-19	1	-16	2	-7	-13	2	-95	x
O=S(=O)(NC1CC1)c1cccc(S(=O)(=O)N2CCCC2)c1	5	4	-5	-16	0	-4	1	-26	13
Cc1cccc(NC(=O)COc2ccccc2C)n1	2	8	-1	0	0	-8	-2	-53	28
O=C(Cc1ccsc1)NCC(c1ccco1)N1CCCCC1 (centres undefined)	10	1	6	6	2	-4	-1	0	9
CCCNC(=O)c1c(N)n(-c2cc(OC)cc(OC)c2)c2nc3ccccc3nc12	-3	-18	-12	-4	-6	-7	-5	-52	-17
COc1ccc(N(C(C)C(=O)NC2CCCCCC2)S(C)(=O)=O)cc1 (centres undefined)	4	3	-7	13	1	8	2	1	7
COc1cc2[nH]c(=O)n(CCC(=O)N3CCc4ccccc4C3)c(=O)c2cc1OC	-1	8	12	11	-2	1	3	-5	-1
O=S1(=O)N=C(Oc2ccccc2)c2ccccc21	-4	5	12	-9	4	12	x	40	x
COc1ccc(-c2nnc(SCc3ccccc3)n2N)cc1	9	18	-5	15	2	6	-2	9	-16
CCOC(=O)c1ccc(NCc2nc3ccccc3[nH]2)cc1	-9	7	1	7	-1	-26	0	-42	0
CC(C)(C)NC(=O)COC(=O)Cc1ccc(Cl)cc1	5	4	-1	10	6	1	3	-25	1
O=C(NCc1ccco1)c1cc2nc(-c3ccc4c(c3)OCO4)cc(C(F)(F)F)n2n1	-7	6	-3	15	2	7	-3	-8	-128
CCOC(=O)c1cc(C(O)(C(F)(F)F)C(F)(F)F)c(/N=C/N(C)C)o1	2	2	8	3	5	9	-1	18	16
Cc1csc(SCC(=O)Nc2ccc(Cl)cn2)n1	-7	6	5	12	-8	17	0	-94	7
COc1ccc(NC(=O)CSc2nnc(-c3ccccn3)n2N)cc1Cl	3	11	-8	21	-3	-4	-1	-16	-2
CCc1ccc(-c2cn(-c3nc(C)cc(C)n3)c(=N)o2)cc1	5	-3	19	-3	5	8	5	52*	10
CCOC(=O)C(C)(C)Sc1nc2c(cnn2-c2ccc(Cl)cc2)c(=O)[nH]1	15	-1	13	2	9	14	5	18	17
CCOC(=O)c1nnn(-c2nonc2N)c1CNC(C)C	10	19	8	9	-4	1	-4	-32	25
Cc1cc(C)n(-c2cc(N3CCOCC3)nc(-c3ccccc3)n2)n1	4	-1	20	10	7	13	6	15	-4
CSC1CCCCC1(O)CSc1nc2ccccc2o1 (centres undefined)	8	1	1	17	2	10	-1	21	0
CCOC(=O)CSc1nnc(CNC(=O)c2ccc(OC)cc2)n1Cc1ccccc1	-16	-3	-2	5	-5	-2	6	-112	x
Cc1ccnc(SCC(=O)N2CCN(c3cccc(Cl)c3)CC2)n1	0	0	1	9	2	-1	3	2	-2
CCCCOc1ccc(C(=O)O)cc1	0	2	-5	15	9	11	2	9	-3

Exported with two lines to a compound: part of the list above.
Under each structure – FXIa inh mix	FXIIa mix inh	CatS inh	AP complement	CatB mix inh	CatG inh	CatB inh	C1s block	CatL inh
> COC(=O)c1ccc2nc(NC(=O)CN3C(=O)CCC3=O)sc2c1
→ 1	6	-8	6	0	8	5	6	12
> Cc1cccc(NC(=O)CSc2n[nH]c(-c3ccncc3)n2)c1
→ 7	7	-1	7	3	8	1	0	-2
